FadD28 binding – M. tuberculosis FadD28 bisubstrate binding inhibition; hit rate 0.22% among 360,000; inhibition, % at 12.5 µM; FadD28 bisubstrate probe binding, fluorescence polarization; AID 588549; in the data active = inhibition above about 8.5%, passing the limit was not always enough; inconclusive = no clear call, values can overlap the other calls
GDH-TPI counter – inhibits GDH-TPI coupling enzymes, artifact for Mtb FBA screen; GDH-TPI coupled enzyme counterscreen, NADH absorbance; inhibition, % at 4.8 µM; hit rate 1.2% among 360,000; AID 588335;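 also: 0% = DMSO wells and 100% = wells lacking the enzyme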
DUSP3 inh – blocks human VHR1 dual specificity phosphatase; hit rate 0.52% among 290,000; inhibition, % at 13.3 µM; recombinant VHR phosphatase, pNPP absorbance; P51452; in the data active = inhibition above about 50%; also: some compounds called inactive have numbers as strong as hits
Target sequence (P51452 whole entry, looked up): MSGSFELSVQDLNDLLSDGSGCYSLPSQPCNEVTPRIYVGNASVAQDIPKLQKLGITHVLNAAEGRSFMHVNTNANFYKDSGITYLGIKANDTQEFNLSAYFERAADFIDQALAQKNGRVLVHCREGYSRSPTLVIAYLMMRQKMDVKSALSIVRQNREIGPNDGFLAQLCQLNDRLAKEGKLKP
BoNT F protease – BoNT F light chain protease inhibition | Multiplex microsphere protease cleavage assay, flow cytometry | inhibition, % at 10 µM | hit rate 0.22% among 360,000 | AID 588497; in the data active = inhibition above about 35%, passing the limit was not always enough; inconclusive = no clear call, values can overlap the other calls; also: plate controls were buffer without enzyme for full effect and enzyme alone for no effect
FBA Mtb inh – Mtb fructose-bisphosphate aldolase inhibition | P9WQA3 | purified M. tuberculosis FBA, fluorescence read-out | inhibition, % at 1 µM | hit rate 2.3% among 360,000 | AID 588726; in the data active = inhibition above about 27%;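 also: 0% = vehicle and 100% = reference inhibitor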
Target sequence (P9WQA3 whole entry, looked up): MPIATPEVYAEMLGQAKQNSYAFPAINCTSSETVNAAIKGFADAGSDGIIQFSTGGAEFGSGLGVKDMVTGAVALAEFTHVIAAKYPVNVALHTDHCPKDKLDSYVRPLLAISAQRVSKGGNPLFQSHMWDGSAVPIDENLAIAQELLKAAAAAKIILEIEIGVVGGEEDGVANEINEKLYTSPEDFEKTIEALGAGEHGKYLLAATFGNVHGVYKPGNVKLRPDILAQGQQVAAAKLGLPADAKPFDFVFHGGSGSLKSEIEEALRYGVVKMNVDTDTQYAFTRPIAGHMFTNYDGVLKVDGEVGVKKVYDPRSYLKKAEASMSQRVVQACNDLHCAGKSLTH
BioA inh – blocks M. tuberculosis BioA enzyme activity; purified M. tuberculosis BioA enzyme, plate reader; inhibition, % at 9.99 µM; hit rate 0.096% among 360,000; AID 602481; in the data active = inhibition above about 40%; inconclusive = no clear call, values can overlap the other calls
MazEF act – MazEF (E. coli) toxin RNase activation; P0AE70; FAM/BHQ RNA-DNA oligo cleavage fluorescence, 5 h; activation, % at 20 µM; AID 504720; hit rate 0.32% among 350,000; in the data active = activation above about 50%
Target sequence (P0AE70 whole entry, looked up): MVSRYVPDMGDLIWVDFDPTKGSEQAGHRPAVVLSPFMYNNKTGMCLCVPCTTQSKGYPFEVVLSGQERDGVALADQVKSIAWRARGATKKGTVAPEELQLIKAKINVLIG
CCHFV vOTU inh – blocks the CCHF virus ovarian tumor domain protease. inhibition, % at 11.5 µM. hit rate 0.55% among 370,000. AID 651958. CCHFV vOTU protease, Pep-AMC fluorescence; also: 0% = vehicle wells with enzyme and 100% = no enzyme wells
Rv3671c protease – inhibitors of M. tuberculosis serine protease Rv3671c; hit rate 0.048% among 320,000; AID 2606; P9WHR9; inhibition, % at 5.96 µM; in the data active = inhibition above about 38%;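 also: extracellular domain of Rv3671c used as enzyme; 0% = enzyme with DMSO and 100% = no enzyme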
UGM FP inh – blocks M. tuberculosis UGM enzyme; inhibition, % at 10 µM; hit rate 0.06% among 320,000; P9WIQ1; purified UGM, fluorescence polarization probe displacement; in the data active = inhibition above about 10%, passing the limit was not always enough; inconclusive = no clear call, values can overlap the other calls
Target sequence (P9WIQ1 whole entry, looked up): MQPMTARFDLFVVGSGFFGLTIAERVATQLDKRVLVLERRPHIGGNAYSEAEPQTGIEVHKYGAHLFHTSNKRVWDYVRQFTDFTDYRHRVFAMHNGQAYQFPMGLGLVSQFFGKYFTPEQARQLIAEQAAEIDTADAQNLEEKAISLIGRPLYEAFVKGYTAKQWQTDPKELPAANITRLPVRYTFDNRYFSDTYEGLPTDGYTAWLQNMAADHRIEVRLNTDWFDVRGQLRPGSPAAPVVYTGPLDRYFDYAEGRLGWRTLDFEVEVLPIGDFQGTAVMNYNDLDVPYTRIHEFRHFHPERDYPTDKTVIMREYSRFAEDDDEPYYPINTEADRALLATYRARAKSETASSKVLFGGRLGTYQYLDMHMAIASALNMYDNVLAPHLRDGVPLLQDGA
* hit, by the source's call; u = inconclusive; x = no result given. Rule as the data show it, unless noted: active = inhibition above about 30%; inactive = the rest. An unsorted share of the library; about 4.9% have a hit in one of these screens.

SMILES	FadD28 binding	GDH-TPI counter	DUSP3 inh	BoNT F protease	FBA Mtb inh	BioA inh	MazEF act	CCHFV vOTU inh	Rv3671c protease	UGM FP inh
COc1ccccc1NS(=O)(=O)c1cccc(N=C2N=C(N)c3ccccc32)c1	-9.5	1	13	-6	-3	2.9	8	-1	-1	-2.3
COc1cccc(NC(=O)c2nc(S(C)(=O)=O)ncc2Cl)c1	-2.5	1	12	4	-6	-0.2	-5	8	-3	0.1
COc1cccc(CNC(=O)CSCc2cnn(-c3ccccc3)c2-n2cccc2)c1	-3.2	6	15	2	3	x	1	36*	-1	0.6
Cc1sc(NC(=S)NC(=O)c2cccs2)nc1-c1ccc(CC(C)C)cc1	-1.5	-2	19	1	5	x	1	-7	-6	-0.9
CN(c1ccccc1)S(=O)(=O)c1ccc(-c2ccccc2)cc1	-2.3	10	1	x	1	-0.7	-4	4	-2	-0.3
Cn1cc(SCC(=O)NC2CCCCC2)c2ccccc21	0.3	7	2	-5	2	-1.9	1	-1	-3	-0.6
CC(C)(C)NC(=O)CC1C[C@H](C(=O)N2CCCCC2)[C@@]2(CCc3ccccc3)c3[nH]c4ccccc4c3CCN2C1=O (stereo partly drawn)	-1.4	18	x	0	7	2.0	-1	-2	2	-0.2
CC(=O)Nc1ccc(S(=O)(=O)NCCOc2ccc(Cl)cc2C)cc1	-8.2	3	0	-1	-6	x	-5	-8	-5	0.0
Cc1ccc(S(=O)(=O)N(C)CC(=O)N/N=C/c2ccc(C)o2)cc1	-2.4	14	-10	1	-4	0.3	-6	-10	-7	1.2
Cc1nc(SCc2cccc(F)c2)c2oc3ccccc3c2n1	-0.9	5	24	u	8	x	-3	6	-3	2.0
COc1cc(CN(C)CC(=O)c2[nH]c(C)c(C(C)=O)c2C)ccc1OC(F)F	-3.8	4	-30	6	3	3.6	2	7	3	0.6
Oc1ccc2ccccc2c1CN1CCN(C/C=C/c2ccccc2)CC1	-1.6	4	39	22	7	-1.5	-17	-12	1	-2.2
CC(C)N1C(=O)c2ccccc2C1C(=O)NCCc1ccccc1 (stereo not drawn)	1.4	-3	6	-15	2	-0.8	8	-5	9	-1.6
O=C(COc1ccc(Cl)cc1)N1CCN(C2CCCC2)CC1	-3.3	-9	7	6	-1	-0.8	1	-16	-2	0.5
O=C(Cc1ccccc1)NNS(=O)(=O)c1ccccc1[N+](=O)[O-]	x	-5	1	11	-7	1.3	9	-1	-8	-3.3

Full records as entered above. Order of values: FadD28 binding | GDH-TPI counter | DUSP3 inh | BoNT F protease | FBA Mtb inh | BioA inh | MazEF act | CCHFV vOTU inh | Rv3671c protease | UGM FP inh
Results for Cc1nc(SCc2cccc(F)c2)c2oc3ccccc3c2n1 → -0.9 | 5 | 24 | u | 8 | x | -3 | 6 | -3 | 2.0
Results for O=C(COc1ccc(Cl)cc1)N1CCN(C2CCCC2)CC1 → -3.3 | -9 | 7 | 6 | -1 | -0.8 | 1 | -16 | -2 | 0.5
Results for CC(C)(C)NC(=O)CC1C[C@H](C(=O)N2CCCCC2)[C@@]2(CCc3ccccc3)c3[nH]c4ccccc4c3CCN2C1=O (stereo partly drawn) → -1.4 | 18 | x | 0 | 7 | 2.0 | -1 | -2 | 2 | -0.2
Results for O=C(Cc1ccccc1)NNS(=O)(=O)c1ccccc1[N+](=O)[O-] → x | -5 | 1 | 11 | -7 | 1.3 | 9 | -1 | -8 | -3.3

(more compounds)
SMILES	FadD28 binding	GDH-TPI counter	DUSP3 inh	BoNT F protease	FBA Mtb inh	BioA inh	MazEF act	CCHFV vOTU inh	Rv3671c protease	UGM FP inh
Cc1ccc(NS(=O)(=O)c2ccc3c(c2)C(=O)c2ccccc2C3=O)c(C)c1	-0.3	4	-7	0	-4	-0.4	3	7	4	0.7
COc1ccc(C(=O)N(C)CC2CCN(CCc3cccc(C(F)(F)F)c3)CC2)cc1C	2.2	2	27	-22	6	-0.6	8	9	-5	-0.2
CCOc1ccc(NC(=S)NC(=O)C2CCCC2)cc1	-1.0	6	18	3	2	0.2	7	20	-2	-0.9
CCNC(=O)NC(=O)CSc1ccccc1F	-1.4	6	-2	2	0	-0.9	-3	-10	4	-1.5
CCOc1ccc(NC(=O)NCCCn2c(C)nc3cc(C)c(C)cc32)cc1	-1.4	8	23	-3	-2	x	1	-6	0	-1.8
CCOc1ccc2[nH]c(=O)c(CN(CCO)Cc3nnnn3CCc3ccccc3)cc2c1	-1.9	15	8	-11	18	0.2	4	-17	-4	1.1
CC(=O)N1CCc2c(sc(NC(=O)Cc3ccc(C)cc3C)c2C#N)C1	0.9	-1	58*	3	3	-1.4	-6	10	-1	1.4
Cc1nn(-c2ccccc2C(F)(F)F)c(=O)c2noc(C)c12	-4.1	6	16	u	-1	x	2	-8	8	-1.0
Cc1ccc(NC(=O)CSCC(=O)Nc2cccc3ncccc23)cc1	-1.8	-3	x	-6	-1	x	-6	6	19	-2.1
Cc1ccc(C)c(S(=O)(=O)N2CCN(C(=O)Cn3cnc4c3c(=O)n(C)c(=O)n4C)CC2)c1	-2.3	0	1	0	3	4.0	-4	-2	1	1.6
Cc1nn(C)cc1S(=O)(=O)NCc1ccccc1Cl	-3.9	-5	8	9	-1	-1.5	3	10	-2	0.8
CC(C)[N+](C)(C)CC#CC(O)(c1ccccc1)c1ccccc1	-2.7	-7	-1	u	2	x	8	12	8	0.2
Cc1ccc(N2CC(C(N)=O)CC2=O)cc1C (stereo not drawn)	-1.9	0	-2	-2	-13	-0.5	7	-3	6	-0.5
O=C(NCCCn1ccnc1)NC(C(F)(F)F)C(F)(F)F	-2.2	1	-30	-2	-1	-2.8	-6	-4	3	-1.7
CN(C)N1C(N)=C(C#N)C(c2ccccc2)C2=C1CC(C)(C)CC2=O (stereo not drawn)	-1.3	20	-2	-8	1	x	7	12	6	-0.3
N#C/C(=C\c1ccc(-c2cccc([N+](=O)[O-])c2)o1)C(=O)NCCN1CCOCC1	-0.5	9	15	-2	2	x	3	19	2	1.3
COCCn1ccc2c(OCC(=O)Nc3cccc(NC(C)=O)c3)cccc2c1=O	-1.3	7	x	-3	3	-1.5	-10	-7	6	x
CC(C)(C)c1ccc(S(=O)(=O)NCCc2ccncc2)cc1	0.0	7	5	-9	6	-0.1	3	12	-1	0.5
COC(=O)COc1ccc(S(=O)(=O)Nc2ccc(C(N)=O)cc2)cc1C	-0.7	10	10	-3	0	6.4	4	4	-5	0.0
Cc1ccc(NC(=O)CN2C(=O)N/C(=C/c3ccc(N4CCOCC4)cc3)C2=O)cc1	-1.1	19	45	-6	-2	x	-7	-5	8	-1.8
CCc1ccc(N(CC(=O)NC2CC2)S(=O)(=O)c2ccc(C)cc2)cc1	-2.6	4	10	-4	1	-1.2	-2	6	1	3.6
O=S(=O)(c1cnc(Cl)c(Br)c1)N1CCc2ccccc21	-0.6	21	5	1	2	3.8	-12	2	-6	1.5
CCC(C)NC(=O)CSc1nnc(-c2cc(OC)c(OC)c(OC)c2)c(-c2cc(OC)c(OC)c(OC)c2)n1 (stereo not drawn)	-0.2	26	31	25	5	0.8	2	8	-8	-0.9
Cc1ccc(CN(C(=O)c2cccs2)C2CCS(=O)(=O)C2)cc1 (stereo not drawn)	-1.1	7	12	7	1	-0.2	4	-6	1	0.3
CN(C)S(=O)(=O)N1CCc2ccc(NC(=O)C3CCCO3)cc2C1 (stereo not drawn)	-0.9	-2	4	2	1	-2.0	6	1	x	x
Cc1ccccc1Cn1nc(C)c(NC(=O)c2cc(-c3ccco3)on2)c1C	-2.3	4	14	-13	1	x	8	3	-1	1.7
Fc1ccc(N2CCN(C(=S)NCc3ccco3)CC2)cc1	-3.2	5	11	-2	-1	-0.1	4	5	5	-1.0
CCOC(=O)c1c(C)[nH]c(C(=O)Cn2nnc(-c3ccc(Cl)cc3)n2)c1C	-3.4	5	2	-5	-1	-2.1	-15	-17	2	-1.7
c1ccc(CN2CCC(=NNc3nc4ccccc4[nH]3)CC2)cc1	-3.3	12	30	-31	2	2.9	5	7	8	-0.5
Cc1cc(/C=C2/NC(=O)NC2=O)c(C)n1-c1ccccn1	-1.6	27	5	3	-1	-2.9	1	15	0	1.4
O=C(NNC(=O)c1cccc(S(=O)(=O)N2CCCCC2)c1)c1ccccc1	-2.2	4	x	-9	0	-1.0	-5	-8	2	0.9
CN1CCN(c2ccc(NC(=O)Cc3ccccc3)cc2)CC1	-1.6	6	22	6	1	0.7	-6	8	-1	1.0
COc1ccc(NC(=O)N(C)[C@H]2C[C@H]3c4[nH]c5ccc(-c6cccc(C)c6)cc5c4CCN3C[C@H]2[C@H](C)O)cc1	-3.4	6	x	-22	4	-0.7	-8	x	x	x
CC1CCN(C(=O)C2CCC(CNS(=O)(=O)c3ccc4c(c3)C(C)(C)C(=O)N4C)CC2)CC1 (stereo not drawn)	-2.1	0	x	-4	0	1.2	x	-29	x	x
O=C(C[n+]1cc(-c2ccc(F)cc2)n2c1CCC2)Nc1nc(-c2ccccc2)cs1	-3.0	3	9	3	-4	-0.3	30	1	5	-2.2
COc1ccc2c(c1)c(C(=O)N/N=C/c1ccccc1Cl)c(C)n2C	-0.4	25	0	u	-3	x	6	0	6	-0.4
Cc1ccc(S(=O)(=O)N2[C@@H](c3ccc(Cl)cc3)C(C(=O)OC(C)(C)C)=CC[C@H]2c2ccc(Cl)c(Cl)c2)cc1	2.2	x	x	4	1	-0.2	x	2	x	x
CCn1nc(NC(=O)Cc2ccc(OC)cc2)c2cc3cc(C)ccc3nc21	-3.3	3	5	u	2	-3.2	-18	-1	2	-2.8
O=C(Nc1ccccc1F)NC1CCCc2ccccc21 (stereo not drawn)	-1.7	-8	19	u	3	0.0	2	-4	0	4.9
CCCCCCCN=C(C)c1ccccc1O	-3.6	2	20	u	-1	x	3	-3	-3	-0.7
COc1ccc(OC)c2c(=O)cc(C(=O)O)[nH]c12	-0.1	21	21	x	5	-0.8	0	-4	0	1.7
CCOC(=O)c1c(C)oc2ccc(OC(=O)c3cccs3)cc12	-2.8	-4	-3	-7	4	x	-3	-3	-19	-3.3
CC(=O)c1ccc2c(c1)Nc1ccccc1S2	-2.5	7	-8	-12	0	x	13	7	-12	-3.6
COC(=O)c1cccc(Oc2nc3c(c(=O)n(C)c(=O)n3C)n2Cc2ccc(C)cc2)c1	-3.6	1	x	-2	2	4.9	-2	-8	6	-1.8
COc1cc(S(=O)(=O)N2CCN(C(=O)c3cccs3)CC2)ccc1NC(C)=O	0.9	3	x	-2	0	1.0	0	8	x	x
CCOC(=O)Cc1csc(SCC(=O)NC2CCCC2)n1	-0.1	6	x	14	1	-1.9	7	-9	x	x
CC(C)(C)NC(=O)CN1C(=O)NC(c2ccccc2)(c2ccccc2)C1=O	0.1	3	26	-22	-1	-1.1	2	11	1	0.7
O=C(COC(=O)C1CC2CCCC(C1)C2=O)c1cccc(Br)c1 (stereo not drawn)	x	-2	x	-1	-5	-1.2	2	-2	-5	2.6
CC(C)Oc1ccc(C(=O)Nc2ccc(Cl)c(S(=O)(=O)Nc3ccc(Cl)cc3)c2)cc1	0.8	-4	-2	0	-3	-1.4	0	24	-275	x
COc1ccc2cc(CCN3C(=O)c4ccccc4C3=O)c(=O)[nH]c2c1	0.4	7	-11	10	-1	-0.9	-9	-4	-5	1.9
CC(C)COC(=O)c1nnsc1NC(=O)Nc1ccccc1	-2.3	6	27	-3	-3	-2.2	-8	22	1	-1.7
COc1ccc2c(c1C)CCC(C)(C#N)C2=O (stereo not drawn)	-1.3	3	x	-1	4	1.0	4	4	x	x
CCOC(=O)c1ccc[n+]([O-])c1	-1.3	3	x	1	-1	-0.1	3	-14	x	x
COc1cc(NC2c3ncccc3C(=O)N2Cc2ccco2)cc(OC)c1 (stereo not drawn)	-2.1	-1	25	-4	-1	-1.0	5	-7	2	-0.5
CC(=O)NC1=NN(C(C)=O)C(C)(c2cccnc2)S1 (stereo not drawn)	0.8	8	-15	0	-2	-1.3	4	-5	2	-1.1

In the list so far, two have bromine:
SMILES	FadD28 binding	GDH-TPI counter	DUSP3 inh	BoNT F protease	FBA Mtb inh	BioA inh	MazEF act	CCHFV vOTU inh	Rv3671c protease	UGM FP inh
O=S(=O)(c1cnc(Cl)c(Br)c1)N1CCc2ccccc21	-0.6	21	5	1	2	3.8	-12	2	-6	1.5
O=C(COC(=O)C1CC2CCCC(C1)C2=O)c1cccc(Br)c1 (stereo not drawn)	x	-2	x	-1	-5	-1.2	2	-2	-5	2.6
